MPTP block: permeability transition pore inhibition; isolated mouse mitochondria, Ca2+ swelling absorbance, 30 min; inhibition, % at 10 µM; 360,000 tested, 1.4% active;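 active means inhibition of 50% or more, scaled per plate between neutral and stimulator controls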;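 further: 0% = DMSO wells given calcium and 100% = 1 mM EGTA wells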
SENP7 block: SENP7 protease inhibition | Q9BQF6 | recombinant SENP7, Z-RLRGG-aminoluciferin luminescence, 40 min | inhibition, % at 5 µM | 330,000 tested, 1.5% active;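 active means inhibition above about 50% at the single test dose, limit read from the data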;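 further: plate controls were DMSO with enzyme for no effect and no enzyme buffer wells for full effect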
SENP8 inh: SENP8 (human) protease inhibition; recombinant SENP8, Nedd8 substrate fluorescence; Q96LD8; inhibition, % at 20 µM; 360,000 tested, 0.64% active; in the data active means inhibition mostly above about 40%, no sharp cut-off; inactive means mostly below about 27%
Target sequence (Q96LD8 whole entry, looked up): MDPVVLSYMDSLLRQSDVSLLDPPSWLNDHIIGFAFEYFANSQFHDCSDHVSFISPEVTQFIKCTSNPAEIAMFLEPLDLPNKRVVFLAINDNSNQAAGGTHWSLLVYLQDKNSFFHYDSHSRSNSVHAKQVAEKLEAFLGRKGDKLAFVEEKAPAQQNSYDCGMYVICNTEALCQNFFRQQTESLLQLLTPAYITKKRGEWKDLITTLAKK
HKDC1 inh: blocks human hexokinase HKDC1 activity; Q2TB90; 340,000 tested, 0.16% active; inhibition, % at 20 µM; recombinant HKDC1, G6PDH/diaphorase resazurin coupled fluorescence;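 active means inhibition above about 35% when tested at 20 µM, limit read from the data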;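 further: plate controls were DMSO wells with enzyme for no effect and DMSO wells lacking enzyme for full effect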
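Assay system: recombinant HKDC1 hexokinase; detection: coupled resazurin fluorescence, excitation 525 nm, emission 613 nm; benchmarks: DMSO-plus-enzyme-mix negative control, buffer-substituted positive control; compound dosing: single 20 µM dose; schedule: 90 min at room temperature in dark; also added: glucose plus 1 mM ATP as hexokinase substrates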
GRIN3A LBD mod: NR3A (human) ligand-binding domain modulation; NR3A LBD differential scanning fluorimetry, Tm shift; 0% = protein alone, 100% = glycine-bound protein; Tm shift relative to glycine control, % at 25 µM; 340,000 tested, 2.5% active; AID 1259313;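 active means melting temperature shift of at least 10% of the positive control shift, at one fixed dose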
PfGluPho inh: PfG6PD (Plasmodium falciparum) enzyme inhibition; PfGluPho enzyme, NADPH resazurin-diaphorase fluorescence; inhibition, % at 20 µM; 350,000 tested, 0.78% active; AID 504690;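 active means inhibition reaching at least a set limit at 20 µM in the primary screen, cut at about 59% in these data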;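 further: 0% = DMSO wells with substrate and 100% = DMSO wells lacking glucose-6-phosphate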
ATG4B inhibitor: blocks human ATG4B protease cleavage of LC3 substrate; Q9Y4P1; ATG4B cleavage of LC3-PLA2, NBD-HPC fluorescence, 1 h; inhibition, % at 8.33 µM; 340,000 tested, 0.51% active; in the data active means inhibition above about 40%
Target sequence (Q9Y4P1 whole entry, looked up): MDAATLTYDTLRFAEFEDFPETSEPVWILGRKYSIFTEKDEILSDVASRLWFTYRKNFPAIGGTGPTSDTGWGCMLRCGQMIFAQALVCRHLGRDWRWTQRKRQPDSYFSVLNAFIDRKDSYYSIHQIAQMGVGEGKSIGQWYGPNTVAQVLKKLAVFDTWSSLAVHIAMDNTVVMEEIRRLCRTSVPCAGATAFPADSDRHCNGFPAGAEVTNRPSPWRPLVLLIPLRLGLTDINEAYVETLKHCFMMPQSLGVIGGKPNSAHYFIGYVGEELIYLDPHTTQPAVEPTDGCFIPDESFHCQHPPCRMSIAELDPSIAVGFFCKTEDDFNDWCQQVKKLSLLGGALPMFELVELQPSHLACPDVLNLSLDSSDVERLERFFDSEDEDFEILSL
SENP6 block: SENP6 protease inhibition. AID 2599. Q9GZR1. inhibition, % at 10 µM. 330,000 tested, 1.8% active. Recombinant SENP6 catalytic domain, aminoluciferin luminescence;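 active means inhibition above about 50% at the single tested dose, limit read from the data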;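 further: plate controls were DMSO wells with enzyme for no effect and DMSO wells lacking enzyme for full effect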
Target sequence (Q9GZR1 628-1112 limits assumed): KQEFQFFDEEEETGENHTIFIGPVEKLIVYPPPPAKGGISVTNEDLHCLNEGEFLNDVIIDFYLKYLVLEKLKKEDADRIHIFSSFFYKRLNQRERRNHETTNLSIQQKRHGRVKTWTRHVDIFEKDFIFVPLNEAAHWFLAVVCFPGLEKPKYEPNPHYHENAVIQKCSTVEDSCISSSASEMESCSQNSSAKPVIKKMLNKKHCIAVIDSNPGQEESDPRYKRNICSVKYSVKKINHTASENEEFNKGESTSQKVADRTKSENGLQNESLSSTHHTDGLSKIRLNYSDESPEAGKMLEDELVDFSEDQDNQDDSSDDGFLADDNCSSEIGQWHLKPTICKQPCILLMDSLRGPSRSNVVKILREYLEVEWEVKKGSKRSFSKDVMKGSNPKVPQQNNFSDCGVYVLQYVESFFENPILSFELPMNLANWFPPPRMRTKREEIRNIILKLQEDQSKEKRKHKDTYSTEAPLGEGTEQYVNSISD
* marks the source's active call; other numbers are inactive results; nt = no result given. Rows are unselected (roughly 6.9% active in at least one column).

SMILES	MPTP block	SENP7 block	SENP8 inh	HKDC1 inh	GRIN3A LBD mod	PfGluPho inh	ATG4B inhibitor	SENP6 block
Cc1ccc(C(C)C)c(OCC(O)CNC2CCCC2)c1 (stereo not drawn)	4.5	-8	16	2	0	15	0	11
CCN(CC)S(=O)(=O)c1cccc(NC(=O)CCNC(=O)c2ccc([N+](=O)[O-])cc2)c1	3.0	4	22	-1	-2	-7	0	-8
CCCCn1c(=O)c(CCC(=O)OCC(=O)Nc2cccc3ccccc23)nc2ccccc21	-1.1	2	-64	-2	-1	4	-14	1
CCCCn1c(=NC(=O)c2ccc3c(c2)OCO3)c(C#N)cc2c(=O)n3cccc(C)c3nc21	3.0	1	-408	-3	-18	-18	3	-20
Fc1ccccc1OCCSc1nnnn1-c1ccccc1	0.5	8	6	-1	2	25	2	-32
O=S1(=O)CCC(=Nc2ccc(Cl)cc2)c2ccsc21	-0.5	-2	2	-6	-3	4	-4	-18
CC1CC(C)CN(C(=O)c2ccc(-c3ccc([N+](=O)[O-])cc3)o2)C1 (stereo not drawn)	-1.5	-1	-44	9	-7	32	0	2
CSc1nnc2n(C)c3c(c(=O)n12)C1(CCCC1)Cc1ccccc1-3	1.7	1	-296	-1	2	-3	-1	-9
CC(C)(C)OC(=O)NCCCCCC(=O)N/N=C/c1coc2ccccc2c1=O	3.7	14	-27	10	1	1	15	-7
CC(C)NC(=O)N(C)C[C@H]1Oc2c(NS(=O)(=O)c3cccs3)cccc2C(=O)N([C@H](C)CO)C[C@@H]1C	0.2	-3	15	-3	2	-13	5	-15
COCCNC(=O)CN1C(=O)NC2(CCCc3cc(OC)ccc32)C1=O (stereo not drawn)	2.3	1	18	1	-1	-7	-2	-5
Cn1c(SCC(=O)NCCN2C(=O)CSC2=O)nc2ccccc2c1=O	0.6	-2	5	-4	1	-7	3	-3
Cc1cc(C)n(/N=C/c2ccccc2)c(=O)c1C#N	-2.3	3	-9	-4	-1	-5	-9	0
COCCn1c(SCC(=O)Nc2c(C)n(C)n(-c3ccccc3)c2=O)nnc1-c1ccncc1	-1.1	-7	7	0	0	2	3	-10
O=C(O)/C=C/C(=O)N1CCN(c2ccc(F)cc2)CC1	1.3	1	5	-15	-3	-3	-9	-2
CSc1ccccc1OCc1cc(C(=O)N2CCC[C@H]2C(N)=O)no1	-1.9	3	17	-4	2	14	-2	-4
COc1ccc(Cl)cc1S(=O)(=O)Nc1noc2ccccc12	-0.4	1	9	11	2	-11	-1	0
CCCCN(CC)C(=O)c1cccc(Cl)c1	0.5	-2	7	-2	1	29	-20	-6
Cc1cccc(N2CCN(S(=O)(=O)c3cnc[nH]3)CC2)c1C	-0.4	11	0	-4	-1	-8	1	1
Cc1ccc(-n2nnnc2SCC(=O)NNC(=O)c2ccco2)cc1C	0.2	2	7	4	-1	4	-5	1
COc1ccc(CCNC(=O)CCn2c(SCC(=O)N3CCCC3)nc3ccccc3c2=O)cc1OC	0.8	2	11	-7	0	-6	-5	70*
O=C(Nc1ccnc(-c2ccncc2)n1)c1ccccc1Cl	4.8	-2	4	6	1	-6	1	-4
COc1ccccc1CCN1C(=S)NC(C)(C)CC1(C)O (stereo not drawn)	1.2	11	6	3	-1	-7	-14	-15
COc1cc(C(=O)COC(=O)c2ccncc2)cc(OC)c1OC	-0.1	-8	-7	-5	2	-7	0	-11
COc1cccc(OC)c1C(=O)Nc1c(C(=O)N2CCN(C)CC2)oc2ccccc12	-1.7	-3	-54	-8	-1	-7	10	9
Cn1cc(S(=O)(=O)NCc2cccs2)c(=O)n(C)c1=O	-1.6	1	1	-6	0	-10	-8	-10
COc1ccc(OC)c(NC(=O)COC(=O)CN2C(=O)NC3(CCCC3)C2=O)c1	1.0	2	8	-5	1	10	-14	-15
Cc1cc(C)nc(SCc2ccc(C(=O)O)o2)n1	0.1	12	12	0	-1	-21	-8	7
CC1CC(O)C(C)CN1 (stereo not drawn)	2.9	nt	21	-9	-1	-14	0	nt
CN1C(C)(C)CC(NC(=O)CCC(=O)NC2CC(C)(C)N(C)C(C)(C)C2)CC1(C)C	1.3	4	35	24	-2	-5	-1	-3
O=Cc1ccc(-c2nc3ccccc3s2)o1	10	80*	-358	12	-1	23	11	63*
Cn1nc(C(=O)NC2CCCCC2)c2c1-c1ccccc1SC2	0.3	-8	0	-3	0	3	-16	2
Cc1cc(C(=O)c2ccc3ccccc3c2)c(C)o1	4.5	3	6	9	1	16	9	-3
Cc1ccc(-c2cn(C[C@H]3CC[C@@H]([C@@H]4CC[C@H](Cn5cc(-c6ccc(C)cc6)nn5)O4)O3)nn2)cc1	-0.3	3	14	-5	-11	2	-22	1
O=C(CCCN1C(=O)/C(=C\c2ccccc2)SC1=S)Nc1ccc(O)cc1C(=O)O	-3.0	-12	17	10	3	-30	10	19
FC(F)(F)c1cc(Oc2ccc(Cl)cc2)ncc1-c1nnc(-c2ccc(Cl)cc2)o1	6.0	2	-118	4	0	0	-1	-4
Cc1ccc(C(C(=O)NC2CCCC2)N(Cc2cccnc2)C(=O)c2snc(C(N)=O)c2N)o1 (stereo not drawn)	-3.5	-4	-251	-7	0	-9	0	9
CCN(c1ccc(NC(=O)CCc2nc3sc4c(c3c(=O)[nH]2)CCCC4)cc1)C(C)C	-1.6	6	-11	3	0	-12	-11	-4
C[C@H](NC(=O)CCn1nnc2ccccc2c1=O)C(=O)O	0.7	5	10	-2	2	12	-1	7
COc1cccc(NC(=O)CCSc2ccc3ccccc3n2)c1	2.8	-2	11	14	-22	-9	-3	12
COc1ccc(CNC(=O)CCCn2ccc3cc(S(=O)(=O)N4CCCC4)ccc32)cc1	0.9	4	14	-5	0	-4	-5	-10
CN(CC(=O)Nc1ccc(F)c(F)c1F)C(=O)C1CC(=O)N(C2CCCC2)C1 (stereo not drawn)	1.8	-3	2	1	2	-12	-8	-13
CCOC(=O)c1cc(-c2ccccc2)sc1NC(=O)C(C)OC(=O)c1ccncc1 (stereo not drawn)	2.5	-4	-18	-7	-1	18	-5	-22
Cc1cc(C(=O)NCC2CCCCC2)ccc1[N+](=O)[O-]	-2.9	-5	9	-5	2	24	6	-29
Cc1cc(C)cc(NC(=O)CCNC(=O)c2ccc([N+](=O)[O-])cc2)c1	0.7	nt	29	1	-1	-18	-2	nt
CCc1nnc(NC(=O)c2ccc(S(=O)(=O)N3CCCC3)cc2)s1	-0.7	-5	3	-5	-3	-26	5	-8
COc1cc(-c2nnc(SCC#CCO)o2)cc(OC)c1OC	1.0	-5	16	-2	-2	3	-8	0
O=C1C=C(c2ccc(-c3ccccc3)c(F)c2)C[C@@H](c2ccc(Cl)cc2)C1	1.3	1	-5	-4	0	9	4	-2
Cc1ccc(OCCCSc2ncccn2)cc1C	-0.6	-4	10	4	2	11	1	-28
COc1ccccc1N1CCN(C(=O)CSc2nc(C)cc(=O)[nH]2)CC1	-1.2	-1	1	7	2	-9	-3	-9
COC(=O)c1cc(Br)c(=O)n(-c2ccccc2F)c1	1.9	5	7	-6	-1	0	-13	-4
CCN(CC)S(=O)(=O)c1ccc2oc(C(=O)NC3CCCc4ccccc43)c(C)c2c1 (stereo not drawn)	1.1	0	11	-1	-1	7	-9	-3
COc1ccc(C(=O)N[C@H](C(=O)NCCCSc2ccccc2)C(C)C)cc1	1.9	2	2	3	-1	5	-2	-5
COc1ccc2oc(C(=O)Nc3cccc(S(=O)(=O)N4CCOCC4)c3)c(C)c2c1	-1.8	10	-88	-2	1	7	-2	-26
COc1ccc(C(=O)CCS(=O)(=O)c2ccc(C)cc2)cc1	-1.6	4	11	1	2	4	0	3
COc1ccccc1CCNC(=O)CCn1nc(C)c2c(C)n(-c3ccccc3)nc2c1=O	-0.1	1	25	1	1	11	-1	6
C/C(=N\N=C1\NC(=O)C(CC(=O)Nc2ccc(C)c(Cl)c2)S1)C(C)(C)C (stereo not drawn)	3.3	3	10	-1	20*	9	10	-12
CCn1c(=O)cc(SCC(=O)Nc2ccc(C)cn2)c2ccccc21	3.2	-5	-14	-8	-5	10	-4	-15
Cc1ccc(C(=O)NCC(=O)Nc2ccc(Cl)cc2)s1	0.6	-5	7	-1	-1	5	-3	-13
O=C(NCCc1ccccc1)c1ccc2nc(-c3ccco3)c(-c3ccco3)nc2c1	5.3	2	-295	22	-12	60*	18	13

A draw from above in order of SMILES length, high to low:
SMILES	MPTP block	SENP7 block	SENP8 inh	HKDC1 inh	GRIN3A LBD mod	PfGluPho inh	ATG4B inhibitor	SENP6 block
COc1ccc2oc(C(=O)Nc3cccc(S(=O)(=O)N4CCOCC4)c3)c(C)c2c1	-1.8	10	-88	-2	1	7	-2	-26
COc1cccc(OC)c1C(=O)Nc1c(C(=O)N2CCN(C)CC2)oc2ccccc12	-1.7	-3	-54	-8	-1	-7	10	9
COc1ccccc1N1CCN(C(=O)CSc2nc(C)cc(=O)[nH]2)CC1	-1.2	-1	1	7	2	-9	-3	-9

The listing continues:
SMILES	MPTP block	SENP7 block	SENP8 inh	HKDC1 inh	GRIN3A LBD mod	PfGluPho inh	ATG4B inhibitor	SENP6 block
CN(C(=O)CSc1nnc(-c2ccc(F)cc2)n1C)C1CCS(=O)(=O)C1 (stereo not drawn)	-0.5	-1	6	-4	3	12	-13	8
O=C1C2CCCN2C(c2ccccc2)N1c1nccs1 (stereo not drawn)	-1.6	0	6	3	1	6	-17	2
Cc1ccc(NS(=O)(=O)c2cc(Br)cnc2N)c(Cl)c1	6.3	4	-9	0	-7	-17	8	7
COc1ccc(N/C=C/C(=O)c2ccc(C)cc2)c([N+](=O)[O-])c1	0.2	31	44*	-4	20*	12	-10	12
CC(=O)Nc1nnc(-c2ccc3c(c2)CCCC3)o1	-0.3	-9	4	-3	-1	-12	-2	4
CCc1ccc(N/C(N)=N/c2nc(CSc3ccccn3)cc(=O)[nH]2)cc1	6.6	-5	-1	-4	-1	30	-2	2
CCOC(=O)c1cc(=O)n2nc(-c3ccc(C)cc3)nc2s1	-0.3	6	-20	2	5	-3	-17	-29
Cc1ccc(/C=C2\S/C(=N/S(=O)(=O)c3cccs3)NC2=O)cc1	11	13	9	9	-5	-15	29	39
O=C(CO/N=C/c1ccccc1)N1c2ccccc2Oc2ccccc21	-0.9	1	-32	3	0	-15	11	-5
Cc1ccc(C)c(S(=O)(=O)N2CCN(C(=O)CSc3ccccc3)CC2)c1	-1.5	-3	-1	-1	7	6	0	-15
Cc1cccc(-n2c(=S)[nH]c3c(oc4ccccc43)c2=O)c1	1.9	nt	-18	15	1	26	-2	nt
CN(C)C(=O)C1CCC(=O)N1Cc1cccs1 (stereo not drawn)	-0.1	6	1	-4	-2	7	-4	-11
CC(CCc1ccccc1)NC(=O)C(=O)NCc1ccccc1 (stereo not drawn)	-0.9	-4	8	-6	2	-23	1	-14
CC1(C)Cc2c(cnn2-c2cccc(F)c2)C(NC(=O)Cn2cccn2)C1 (stereo not drawn)	-1.2	7	-3	-6	-3	-12	6	-6
COc1ccc(-c2nnc(SCCc3ccccc3)n2N)cc1	-1.8	-3	-225	-6	-3	-2	2	-15
Cc1nc(-c2ccc([N+](=O)[O-])cc2)sc1C(=O)O	-2.4	97*	-7	-5	0	-9	6	91*
COc1ccc(C(=O)c2c[nH]c(C(=O)NCc3cccs3)c2)cc1	-1.3	1	24	-4	0	-13	10	-13

An excerpt from above, showing only HKDC1 inh, GRIN3A LBD mod and SENP7 block:
molecule	HKDC1 inh	GRIN3A LBD mod	SENP7 block
Cc1ccc(C)c(S(=O)(=O)N2CCN(C(=O)CSc3ccccc3)CC2)c1	-1	7	-3
Cc1cccc(-n2c(=S)[nH]c3c(oc4ccccc43)c2=O)c1	15	1	nt
CN(C)C(=O)C1CCC(=O)N1Cc1cccs1 (stereo not drawn)	-4	-2	6
CC(CCc1ccccc1)NC(=O)C(=O)NCc1ccccc1 (stereo not drawn)	-6	2	-4
CC1(C)Cc2c(cnn2-c2cccc(F)c2)C(NC(=O)Cn2cccn2)C1 (stereo not drawn)	-6	-3	7
COc1ccc(-c2nnc(SCCc3ccccc3)n2N)cc1	-6	-3	-3
Cc1nc(-c2ccc([N+](=O)[O-])cc2)sc1C(=O)O	-5	0	97*

From PubChem BioAssay
